Source: PubChem BioAssay
KKLEB tox: CF airway cell cytotoxicity counter-screen | KKLEB CF airway cells viability, ATPlite luminescence, overnight; stronger effect = lower value; cells stimulated with P. aeruginosa culture filtrate | activity change (cytotoxicity), % at 5 µM | 0.36% of 360,000 active | AID 602141;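 active = corrected activity change at or below -50% at 5 µM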
PDI turbidity: PDI (human) enzyme inhibition | P07237 | PDI insulin aggregation turbidity, A650, 90 min | inhibition, % at 10 µM | 0.052% of 350,000 active | AID 588391;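 active = mean inhibition across replicates of 30% or more, whatever share of single replicates reach that level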;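 note: absorbance from insulin aggregation driven by PDI reduction with DTT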
Target sequence (P07237 whole entry, looked up): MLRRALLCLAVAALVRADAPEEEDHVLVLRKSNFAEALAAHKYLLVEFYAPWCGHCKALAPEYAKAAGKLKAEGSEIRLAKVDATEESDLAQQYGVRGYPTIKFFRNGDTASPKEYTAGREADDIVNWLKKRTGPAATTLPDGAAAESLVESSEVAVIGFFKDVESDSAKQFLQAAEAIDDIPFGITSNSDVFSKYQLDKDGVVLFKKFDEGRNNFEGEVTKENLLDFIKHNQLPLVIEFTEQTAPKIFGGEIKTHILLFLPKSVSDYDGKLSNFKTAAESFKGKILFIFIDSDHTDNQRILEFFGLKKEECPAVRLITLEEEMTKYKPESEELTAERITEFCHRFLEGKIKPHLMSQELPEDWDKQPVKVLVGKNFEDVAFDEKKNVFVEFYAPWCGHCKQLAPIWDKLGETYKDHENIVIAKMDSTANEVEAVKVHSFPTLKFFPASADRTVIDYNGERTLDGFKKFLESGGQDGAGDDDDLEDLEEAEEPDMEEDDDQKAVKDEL
HIF-2a block: inhibitors of HIF-2a; 786-0 RCC cells HIF-2a reporter, luciferase luminescence, overnight; inhibition, % at 18.8 µM; 0.72% of 360,000 active;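 active = inhibition of the luminescence signal of 40% or more relative to plate controls, in a single-dose primary screen at 18.75 µM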
Peg3 promoter: inhibitors of Peg3 promoter | 1.7% of 360,000 active | HeLa PEG-Prom luciferase reporter, luminescence, overnight | inhibition, % at 20 µM;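 active = inhibition of at least 50% at 20 µM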
NR2E3 ag-1: agonists of human nuclear receptor NR2E3. inhibition of corepressor binding, % at 4.78 µM. Q9Y5X4. AID 2300. GST-NR2E3/biotin-RetCOR TR-FRET, 1536-well. 0.12% of 320,000 active;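 active = percent inhibition above the cutoff of mean plus 3 SD of all tested compounds, set per screening campaign, cut at about 20% in these data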;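 note: 0% = DMSO wells and 100% = biotin wells as full block of FRET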
Target sequence (Q9Y5X4 whole entry, looked up): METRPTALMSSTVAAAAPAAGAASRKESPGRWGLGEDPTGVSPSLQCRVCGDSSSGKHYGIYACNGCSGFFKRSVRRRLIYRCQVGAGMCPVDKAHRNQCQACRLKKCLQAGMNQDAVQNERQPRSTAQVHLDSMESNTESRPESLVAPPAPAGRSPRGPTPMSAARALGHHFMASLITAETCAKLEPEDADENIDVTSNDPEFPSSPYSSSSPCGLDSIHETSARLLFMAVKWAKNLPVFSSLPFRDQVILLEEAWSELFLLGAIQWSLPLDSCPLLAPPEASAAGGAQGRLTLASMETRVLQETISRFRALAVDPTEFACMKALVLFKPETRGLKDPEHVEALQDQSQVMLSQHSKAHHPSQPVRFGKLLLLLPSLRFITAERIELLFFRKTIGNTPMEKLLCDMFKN
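Test system: GST-NR2E3 and biotin-RetCOR proteins | Quantity: 1.35 nM GST-tagged NR2E3 final | Medium: Tris pH 7.5 | Also added: 7 nM biotin-RetCOR | Dosing: Compound at 4.8 µM, single dose | Timing: 5 h at 4 °C | Detection: Time-resolved FRET | Read-out basis: Percent inhibition | Benchmarks: Biotin wells as high control, 0.6% DMSO wells as low control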
MITF TRPM1 inh: reduces MITF-dependent TRPM1 promoter luciferase signal; AID 488899; SK-MEL-5 TRPM1 promoter luciferase, 24 h; 0.83% of 330,000 active; inhibition, % at 12.5 µM;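 active = mean inhibition across replicates of 60% or more, whatever share of single replicates reaches that level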; note: values of inactives mirror those of a sister screen read the other way
Shn3 inh set2: reduces Shn3 3'UTR luciferase signal in osteoblasts; Clone20 osteoblast Shn3 3'UTR firefly luciferase, 24 h; inhibition, % at 12.5 µM; 0.52% of 360,000 active; AID 588674;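 active = mean inhibition of at least 75% with every replicate also reaching 75%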;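 note: 0% = median of neutral control wells and 100% = pilot-screen positive control compound; some compounds past the cut are filed as inactive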
CF NFkB block: blocks PAF-induced NF-kB reporter in cystic fibrosis cells; KKLEB NF-kB-GFP reporter, GFP fluorescence overnight; 0.86% of 360,000 active; inhibition, % at 5 µM;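 active = at least 50% inhibition at 5 µM, scaled per plate between neutral and stimulator controls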;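 note: PAF is a Pseudomonas aeruginosa culture filtrate used as stimulus; plate controls were PAF-stimulated DMSO wells for no effect and unstimulated DMSO wells for full effect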
Vif inh: blocks HIV Vif function; AID 602346; HEK293T cells, Vif self-association by quenched fluorescence, imaging, 24 h; inhibition, % at 7.49 µM; 0.35% of 340,000 active; in the data active = inhibition above about 50%, passing the limit was not always enough; note: some results filed as inactive read as strong as hits
NR2E3 ag-2: human photoreceptor-specific nuclear receptor agonism | CHO-S Gal4-NCOR/VP16-NR2E3 two-hybrid, luciferase | inhibition of corepressor binding, % at 3.98 µM | Q9Y5X4 | AID 602229 | 0.35% of 360,000 active;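 active = inhibition above the mean of all tested compounds plus 3 SD, cut at about 70% in these data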;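 note: 0% = DMSO with NR2E3 transfected cells and 100% = cells lacking NR2E3 construct; higher means lower luciferase signal from less NR2E3 corepressor binding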
CaV13 FRET inh: Primary screen for inhibitors of IQ motif and Ca2+-dependent inactivation inhibitor domain binding in CACNA1D, Förster resonance energy transfer in living cells, …; HEK cells, CFP/YFP FRET ICDI-IQ, plate reader, 10 min; percent FRET-ratio fall versus neutral wells; inhibition, % at 12.3 µM; 0.098% of 340,000 active; AID 743397;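 active = mean replicate inhibition of at least 30% and at least 1% of replicates passing that level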;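 note: 0% = median of the neutral control wells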
Starred values were filed as active, the others as inactive; nt = not tested or not shown.

SMILES | KKLEB tox | PDI turbidity | HIF-2a block | Peg3 promoter | NR2E3 ag-1 | MITF TRPM1 inh | Shn3 inh set2 | CF NFkB block | Vif inh | NR2E3 ag-2 | CaV13 FRET inh
Cn1c(N)c(C(=O)COC(=O)CCc2c[nH]c3ccccc23)c(=O)n(C)c1=O | -7 | 7 | 13 | 2 | 3 | 13 | 4 | 2 | -5 | -33 | -1
O=C(Nc1ccc2[nH]c(=O)[nH]c2c1)c1ccc(Br)o1 | 5 | 3 | -16 | -11 | 2 | -2 | -21 | -2 | -2 | -18 | nt
CCOC(=O)COn1c(=O)c(-c2ccc(OC)cc2)[n+]([O-])c2ccccc21 | 11 | 1 | -145 | -82 | -2 | -53 | -67 | -8 | -4 | -19 | -5
O=C(NCCc1ccccc1)c1ccc2c(c1)S(=O)(=O)c1cc(Cl)ccc1C2=O | -6 | 6 | 9 | 17 | -1 | 12 | -20 | 12 | 1 | 14 | -11
CCCN(CCC)C(=O)Nc1cc(Cl)ccc1OC | 3 | 0 | 8 | 6 | 4 | 10 | 6 | 3 | -3 | 3 | -5
Cc1cc(Cl)ccc1NC(=O)/C=N/O | -6 | 2 | 7 | 9 | 5 | 15 | 10 | 4 | 2 | -28 | -4
O=C1CN(C(=O)COc2ccc(Br)cc2F)c2ccccc2N1 | -1 | -5 | -4 | 4 | -2 | -6 | -16 | 4 | 4 | -3 | -5
Cc1cc(S(=O)(=O)N2CCN(c3ccc(F)cc3)CC2)c(C)s1 | 2 | nt | 22 | 19 | -3 | nt | -21 | 10 | 7 | -14 | -3
COc1c(C)cc(C(=O)C2CCCN(C(=O)c3cc(C)nc(C)n3)C2)cc1C (configuration not stated) | 1 | -3 | 5 | 3 | 4 | 8 | -2 | -7 | -5 | 1 | -4
CC(=O)NC1=C(C#N)C(c2ccccc2)c2c(ccc3ccccc23)O1 (configuration not stated) | -9 | 1 | 8 | 23 | 7 | -8 | -12 | 22 | nt | -53 | -3
Cc1ccc(NC(=O)CN(C)C(=O)c2ccc3[nH]c4c(c3c2)CC(C)CC4)cc1 (configuration not stated) | -8 | 19 | -11 | 15 | -1 | -2 | 17 | -9 | -4 | 10 | -17
COCC(=O)Nc1cc(C)c2c(=O)oc3ccccc3c2n1 | -3 | -7 | -55 | -23 | 5 | -5 | 18 | -66 | 4 | -22 | -4
O=C1NC(c2cccc(Cl)c2)Oc2ccccc21 (configuration not stated) | -2 | -8 | 16 | -2 | 0 | -2 | 13 | 2 | -6 | -15 | -3
COc1ccc(OC)c(NC(=O)COC(=O)COc2c(Cl)cc(Cl)c3ccc(C)nc23)c1 | -1 | 5 | 10 | 7 | 0 | -4 | 15 | -6 | nt | -25 | -2
CC(C)(C)N1C(=O)c2ccc(C(=O)Nc3nccs3)cc2C1=O | -3 | 0 | -281 | -279 | -3 | -131 | -32 | -3 | -2 | -30 | 0
Cc1cccc(NC(=O)COC(=O)c2ccccc2-c2nc3ccccc3s2)c1C | 7 | 0 | 15 | 0 | 2 | 15 | 12 | 7 | 0 | 0 | -3
O=C(c1ccc(S(=O)(=O)N2CCCC2)cc1)N(c1ccccc1)C1C=CS(=O)(=O)C1 (configuration not stated) | -7 | -1 | 13 | -6 | -1 | 7 | -9 | -1 | 17 | -14 | -3
CCn1c(C)cc2c(c1=O)C(c1ccncc1)C(C#N)=C(N)O2 (configuration not stated) | 1 | 11 | 10 | 1 | 1 | 1 | -4 | -3 | -13 | -4 | -4
COc1ccccc1Cn1c(C)c(C(=O)NCc2ccc3c(c2)OCCO3)sc1=O | 0 | -9 | 6 | 15 | nt | nt | 18 | 18 | -3 | -11 | -12
O=C(COc1ccc2c(-c3ccccc3)cc(=O)oc2c1)N[C@@H](Cc1c[nH]c2ccc(O)cc12)C(=O)O | -9 | nt | 14 | -35 | 0 | nt | -2 | 29 | -10 | -11 | nt
CCOc1ccccc1N1CCN(C(=O)c2c(-c3c(F)cccc3Cl)noc2C)CC1 | -4 | 13 | 20 | 41 | -1 | 9 | 19 | -24 | -4 | -6 | nt
CCc1nc2ccc(C(=O)N(C)CC(=O)Nc3ccc(F)c(F)c3F)cc2nc1CC | -16 | -5 | -23 | -10 | nt | -10 | -39 | 15 | -6 | 3 | -5
O=C(NCCCN1CCCC1=O)c1cc(-c2cccnc2)nc2ccc(Cl)cc12 | -8 | -3 | -9 | 17 | 2 | 8 | -23 | -16 | -3 | -6 | -1
CC(C)CNC(=S)NC1CC2CCCC(C1)N2Cc1cccs1 (configuration not stated) | -16 | -4 | 12 | 2 | 3 | 4 | 14 | 4 | 9 | -8 | -6
Cc1cc(NC(=O)c2cc3n(n2)C(C(F)(F)F)CC(c2ccc(Cl)c(Cl)c2)N3)no1 (configuration not stated) | -10 | -3 | 17 | 12 | 0 | 5 | 26 | 16 | -19 | -14 | -5
CC(=O)c1cccc(Nc2nc(-c3ccccc3)cs2)c1 | 0 | -3 | -287 | -267 | -4 | -142 | -48 | -19 | 0 | -86 | -2
COc1ccc(/C(O)=C2\C(=O)C(=O)N(CC3CCCO3)C2c2cc(OC)ccc2OC)cc1 (configuration not stated) | 1 | -8 | 19 | 8 | 6 | -1 | 11 | 12 | -4 | -7 | -7
O=C(NCc1ccccc1)/C(=N\O)c1ccccc1 | -3 | 4 | -91 | -93 | 0 | -35 | -27 | 14 | nt | -40 | -6
CCCNC(=O)C(Cc1cccc(OC)c1)NC(=O)c1ccc(C#N)cc1 (configuration not stated) | 5 | 1 | 2 | 1 | 2 | -20 | 3 | -8 | 10 | -30 | -11
C=CCN(c1ccc(C(=O)NCCc2ccccc2)cc1)S(C)(=O)=O | 6 | -8 | -97 | -71 | 1 | -38 | -23 | 1 | 15 | -23 | -4
CCN(CC)CCN1C(=O)C(=O)/C(=C(/O)c2c(C)[nH]c(C(=O)OC)c2C)C1c1cccs1 (configuration not stated) | -3 | 3 | -3 | -10 | -1 | 2 | -34 | -19 | 7 | -17 | -6
C=CCN(c1ccccc1)S(=O)(=O)c1cccc(C(=O)OCC(=O)NCCOC)c1 | -4 | -8 | 14 | -2 | 5 | -14 | -23 | 12 | -1 | -30 | -13
O=C(c1cccnc1)c1ncc(C(F)(F)F)cc1Cl | 9 | -12 | 7 | 3 | -3 | nt | -1 | -2 | -12 | -30 | -7
O=C(Nc1ccc(Cl)cn1)c1cccc(S(=O)(=O)N2CCCCC2)c1 | -4 | 1 | -4 | 12 | nt | 4 | 7 | 18 | 25 | -29 | -18
Cc1cc(=O)oc(C)c1C(=O)Nc1cccc(F)c1 | -3 | -5 | 15 | 11 | -2 | 12 | nt | 0 | 2 | 14 | -4
C=CCc1cccc2cc(C(=O)Nc3ccc(CC(=O)O)cc3)c(=O)oc12 | -6 | -4 | 64* | -40 | 2 | 25 | 2 | 6 | 0 | -25 | -6
CC(c1cccs1)N(C)Cc1nc(CCc2ccccc2)no1 (configuration not stated) | -3 | -9 | -75 | -44 | 3 | -10 | -34 | 5 | 3 | -19 | -1
O=C(N/N=C/c1cccc(F)c1)c1cc(-c2ccco2)nc2ccccc12 | -8 | -9 | -173 | -112 | 8 | -11 | -9 | 8 | nt | -90 | -6
CCCCCCCCC(=O)N1CCN(c2cc3c(cc2F)c(=O)c(C(=O)O)cn3CC)CC1 | -12 | 6 | 22 | 18 | 4 | -1 | 19 | 13 | -5 | -14 | -17
O=C(Nc1ccc(N2CCOCC2)c(Cl)c1)C1CCCCC1 | 3 | 6 | -151 | -111 | -1 | -25 | 11 | -13 | -6 | -23 | -6
O=C(c1cc(-c2ccc(F)cc2)on1)N1CCCc2ccccc21 | -14 | 1 | -190 | -140 | 0 | -30 | -16 | 0 | -1 | -89 | -15
Cc1nc2ccccn2c1C(=O)NCC(C)C | 3 | -3 | 14 | 3 | 1 | -3 | -1 | -1 | 18 | -9 | -5
CCCCN(C)CCCNC(=O)c1ccc2c(c1)NC(=O)C(N1CCOCC1)S2 (configuration not stated) | 9 | 2 | 9 | 5 | -1 | 2 | 4 | -14 | 2 | -14 | nt
CCOC(=O)C1CCN(C(=O)Cn2nc(C)n3cccc3c2=O)CC1 | 6 | -2 | 15 | 11 | -3 | 3 | -23 | 20 | 12 | -14 | -6
COc1ccc(CCNC(=O)CCc2cc(OC)c(OC)c(OC)c2)cc1 | 3 | -11 | 2 | 22 | -1 | nt | -7 | 0 | -12 | -19 | -14
COc1ccc(OC)c(C=Cc2ccc([N+](=O)[O-])cc2)c1 | -2 | 1 | -46 | 2 | nt | nt | 5 | 0 | nt | 2 | -9
CC(=O)Nc1ccccc1OC(=O)N1CCOCC1 | 5 | -5 | 9 | 18 | 3 | 0 | -6 | 11 | -1 | -3 | nt
CC(=O)N(CC(=O)Nc1sc(C)c(C)c1C(N)=O)Cc1ccccc1 | 4 | -7 | 22 | 15 | 4 | -12 | 7 | -7 | -6 | 2 | -1
CCN1CCc2nc3ccccc3c(C(=O)Nc3ccc(F)cc3)c2C1 | 6 | -5 | 0 | 0 | -1 | -21 | nt | -2 | 7 | -21 | -7
Cc1cc(OCC[N+]2(C)CCCCC2)nc2ccccc12 | 0 | 1 | 13 | 16 | -1 | 13 | 1 | -19 | 3 | -8 | -5

(next part)
SMILES | KKLEB tox | PDI turbidity | HIF-2a block | Peg3 promoter | NR2E3 ag-1 | MITF TRPM1 inh | Shn3 inh set2 | CF NFkB block | Vif inh | NR2E3 ag-2 | CaV13 FRET inh
O=C(c1cccc(C(=O)N2CCN(c3ncccn3)CC2)c1)N1CCN(c2ncccn2)CC1 | -1 | 0 | 6 | 9 | 1 | 6 | -6 | 8 | -16 | -15 | nt
O=C1Cc2ccccc2Sc2ccc(Cl)cc21 | 9 | 9 | -4 | 5 | 13 | -4 | -13 | -3 | -14 | -31 | nt
COc1ccc(C(=O)c2ccc([N+](=O)[O-])cc2)cc1S(=O)(=O)N1CCC(C(=O)O)CC1 | 13 | 9 | 7 | 21 | 5 | 8 | -14 | -21 | -1 | -11 | -5
CCCN1C(=O)/C(=C/C=C2\N(CC)c3ccccc3C2(C)C)SC1=S | -10 | -4 | 16 | 14 | 5 | 8 | 34 | -75 | 1 | -34 | -6
COC(=O)Cc1csc(Nc2c(C)n(C)n(-c3ccccc3)c2=O)n1 | 4 | -1 | 8 | 6 | 1 | 5 | -5 | -3 | -2 | -3 | -11

One compound at a time, as listed above. Order of screens: KKLEB tox, PDI turbidity, HIF-2a block, Peg3 promoter, NR2E3 ag-1, MITF TRPM1 inh, Shn3 inh set2, CF NFkB block, Vif inh, NR2E3 ag-2, CaV13 FRET inh
Entry for Cc1cc(S(=O)(=O)N2CCN(c3ccc(F)cc3)CC2)c(C)s1 → 2, nt, 22, 19, -3, nt, -21, 10, 7, -14, -3
Entry for CCOC(=O)COn1c(=O)c(-c2ccc(OC)cc2)[n+]([O-])c2ccccc21 → 11, 1, -145, -82, -2, -53, -67, -8, -4, -19, -5
Entry for Cc1cc(NC(=O)c2cc3n(n2)C(C(F)(F)F)CC(c2ccc(Cl)c(Cl)c2)N3)no1 (configuration not stated) → -10, -3, 17, 12, 0, 5, 26, 16, -19, -14, -5
